PfHsp90 yeast 2 = reduces growth (ATP signal) of yeast expressing P. falciparum Hsp90; S. cerevisiae expressing PfHsp90, BacTiter-Glo ATP, 48 h; yeast lacking PDR1 and PDR3 efflux regulators; inhibition, % at 9.4 µM; actives 0.32% (n = 310,000); AID 504621;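 active = every replicate shows inhibition above about 80%, whatever the replicate mean, limit read from the data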;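 note: 0% = DMSO neutral controls and 100% = 20 µM radicicol positive controls; yeast relying on Plasmodium falciparum Hsp90 in place of its own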
PvdQ inh = P. aeruginosa PvdQ acylase inhibition; purified PvdQ acylase, fluorescence plate reader; inhibition, % at 10 µM; actives 0.063% (n = 340,000); AID 488965; in the data active = inhibition above about 30%, passing the limit was not always enough;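 note: 0% = vehicle neutral wells and 100% = reference inhibitor wells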
phage Ecoli inh = E. coli growth loss with phage present. growth absorbance. inhibition, % at 11.9 µM. actives 0.26% (n = 360,000); in the data active = inhibition above about 11%
E coli growth = bacterial growth inhibition, counter-screen for AddAB inhibitors; actives 0.27% (n = 330,000); inhibition, % at 11.9 µM; E. coli V3065 growth, OD600 absorbance, 18 h; AID 449728;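 active = inhibition above the campaign's mean inhibition across all tested compounds plus 3 SD, cut at about 9.9% in these data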;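 note: uninfected addAB+ strain grown without phage in ampicillin broth; 0% = DMSO wells and 100% = ciprofloxacin 0.95 µg/ml wells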
Rtt109 Vps75 = C. albicans Rtt109 histone acetyltransferase inhibition; actives 0.16% (n = 330,000); AID 540336; inhibition, % at 34.9 µM; purified Rtt109/Vps75, ThioGlo CoA-SH fluorescence, 4 h;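 active = inhibition of at least 50% in every replicate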
Target sequence (Q5AAJ8 whole entry, looked up): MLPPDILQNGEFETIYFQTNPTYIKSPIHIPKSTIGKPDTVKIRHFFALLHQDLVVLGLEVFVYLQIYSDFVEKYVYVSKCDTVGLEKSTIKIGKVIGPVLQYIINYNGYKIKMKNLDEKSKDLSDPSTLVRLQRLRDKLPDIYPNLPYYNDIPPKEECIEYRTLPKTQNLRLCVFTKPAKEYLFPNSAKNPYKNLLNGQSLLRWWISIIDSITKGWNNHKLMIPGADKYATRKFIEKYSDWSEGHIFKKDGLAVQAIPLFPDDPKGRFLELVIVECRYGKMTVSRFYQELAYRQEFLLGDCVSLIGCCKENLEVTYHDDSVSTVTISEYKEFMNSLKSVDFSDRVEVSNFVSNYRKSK
Tat export inh = E. coli Tat transport inhibition; E. coli MC4100 TorA-mCherry Tat export, fluorescence; inhibition, % at 10 µM; actives 0.036% (n = 340,000);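 active = mean replicate inhibition at least 50% and at least half of replicates individually reaching 50%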;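 note: exported cargo escapes ClpAP degradation while cytoplasmic cargo is degraded and loses fluorescence; 0% = median of neutral control wells and 100% = median of NaSCN control wells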
CAL PDZ inh = human CAL PDZ-peptide interaction inhibition. Q9HD26. purified CAL PDZ, TMR-peptide fluorescence polarization, 1 h. inhibition, % at 20 µM. actives 0.02% (n = 330,000);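 active = highest replicate inhibition of at least 40%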;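 note: plate controls were DMSO neutral control wells for no effect and unlabeled competitor peptide control wells for full effect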
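Test system: tagged CAL PDZ domain / Buffer or medium: sodium phosphate/NaCl buffer pH 7.4 with TCEP, IgG, Thesit / Reagent: TMR-labelled reporter peptide T*-PRC34 bound in PDZ groove / Compound dosing: single point, 20 µM / Schedule: 1 h incubation at room temperature before polarization reading / Technique: fluorescence polarization (mP) / Benchmarks: unlabelled peptide, DMSO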
AddAB inh = less growth of phage-infected E. coli with AddAB; E. coli expressing H. pylori AddAB, absorbance growth; inhibition, % at 11.9 µM; actives 0.29% (n = 330,000); AID 435030; in the data active = inhibition above about 12%;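 note: 0% = vehicle wells of infected cells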
Wnt act = activators of Wnt/beta-catenin signaling; Wnt/beta-catenin reporter cell assay, activator, plate reader; AID 743398; activation, % at 9.35 µM; actives 1.2% (n = 300,000); in the data active = activation above about 30%, passing the limit was not always enough;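 note: 0% = neutral control wells and 100% = positive control wells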
DAGLB inhibitor = blocks human DAGLB lipase activity; inhibition, % at 5.17 µM; HEK293T DAGLB membrane lysate, EnzChek fluorogenic substrate; actives 0.059% (n = 340,000); in the data active = inhibition above about 34%;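 note: 0% = enzyme with vehicle and 100% = wells lacking enzyme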
Target sequence (Q8NCG7 whole entry, looked up): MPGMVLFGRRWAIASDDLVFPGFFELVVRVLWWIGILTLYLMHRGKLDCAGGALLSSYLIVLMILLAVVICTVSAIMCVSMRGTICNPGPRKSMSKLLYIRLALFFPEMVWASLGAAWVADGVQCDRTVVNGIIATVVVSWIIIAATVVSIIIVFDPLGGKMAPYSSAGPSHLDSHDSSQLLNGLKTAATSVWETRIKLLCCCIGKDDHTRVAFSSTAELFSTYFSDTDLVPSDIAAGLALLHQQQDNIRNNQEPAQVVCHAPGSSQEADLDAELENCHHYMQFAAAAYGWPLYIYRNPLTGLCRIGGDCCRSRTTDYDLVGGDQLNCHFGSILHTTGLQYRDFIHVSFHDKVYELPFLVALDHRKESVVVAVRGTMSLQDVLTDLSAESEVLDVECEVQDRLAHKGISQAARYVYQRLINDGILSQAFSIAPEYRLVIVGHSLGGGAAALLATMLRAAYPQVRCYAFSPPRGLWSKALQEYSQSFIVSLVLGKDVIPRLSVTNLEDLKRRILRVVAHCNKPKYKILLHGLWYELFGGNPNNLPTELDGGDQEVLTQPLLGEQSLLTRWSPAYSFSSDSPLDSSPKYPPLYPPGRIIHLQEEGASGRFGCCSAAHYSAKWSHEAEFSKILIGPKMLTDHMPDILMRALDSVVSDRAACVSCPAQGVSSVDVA
* marks the source's active call; other numbers are inactive results; nt = not tested or not shown.

The opening three entries as a preview:
Labels used below – A = PfHsp90 yeast 2; B = PvdQ inh; C = phage Ecoli inh; D = E coli growth; E = Rtt109 Vps75; F = Tat export inh; G = CAL PDZ inh; H = AddAB inh; I = Wnt act; J = DAGLB inhibitor
compound: CCOc1ccc(-c2c(C(=O)N/N=C/C3CC=CCC3)nnn2-c2nonc2N)cc1 (configuration not stated)
  A: 10.9	B: -5.3	C: 0.5	D: -0.5	E: -3.0	F: -2.8	G: -0.3	H: -0.3	I: -1.4	J: 0.6
compound: CCC(C)c1ccccc1NC(=O)C(C)OC(=O)CN1C(=O)NC(C)(C)C1=O (configuration not stated)
  A: -4.1	B: -0.7	C: 2.7	D: 0.8	E: -3.6	F: -2.6	G: -0.1	H: 1.2	I: -1.4	J: -2.8
compound: O=C(OCc1ccc(Br)cc1)c1cnc(Cl)c(Cl)c1
  A: 0.0	B: -3.8	C: 0.1	D: 0.6	E: -4.0	F: 5.6	G: -1.7	H: 2.1	I: -2.3	J: -14.5

The whole of this part (from the top)
Labels used below – A = PfHsp90 yeast 2; B = PvdQ inh; C = phage Ecoli inh; D = E coli growth; E = Rtt109 Vps75; F = Tat export inh; G = CAL PDZ inh; H = AddAB inh; I = Wnt act; J = DAGLB inhibitor
compound: CCOc1ccc(-c2c(C(=O)N/N=C/C3CC=CCC3)nnn2-c2nonc2N)cc1 (configuration not stated)
  A: 10.9	B: -5.3	C: 0.5	D: -0.5	E: -3.0	F: -2.8	G: -0.3	H: -0.3	I: -1.4	J: 0.6
compound: CCC(C)c1ccccc1NC(=O)C(C)OC(=O)CN1C(=O)NC(C)(C)C1=O (configuration not stated)
  A: -4.1	B: -0.7	C: 2.7	D: 0.8	E: -3.6	F: -2.6	G: -0.1	H: 1.2	I: -1.4	J: -2.8
compound: O=C(OCc1ccc(Br)cc1)c1cnc(Cl)c(Cl)c1
  A: 0.0	B: -3.8	C: 0.1	D: 0.6	E: -4.0	F: 5.6	G: -1.7	H: 2.1	I: -2.3	J: -14.5
compound: Cc1cccc(N=Nc2c(O)[nH]c3ccc(Br)cc23)c1
  A: -31.0	B: -11.0	C: 2.0	D: -1.4	E: 12.5	F: 6.2	G: -2.0	H: -0.6	I: 1.9	J: 0.8
compound: COc1cccc(/C=N/NC(=O)CC2C(=O)NN=C2C)c1OC (configuration not stated)
  A: -6.6	B: 6.7	C: -0.2	D: -1.7	E: 9.0	F: -20.5	G: 2.0	H: 1.8	I: -5.7	J: -5.0
compound: Cc1cccc(-n2cc(-c3ccccc3)c3c(NN4CCOCC4)ncnc32)c1
  A: 0.1	B: -0.5	C: 0.4	D: -3.3	E: 3.9	F: 9.9	G: -0.9	H: 7.3	I: 0.7	J: -5.5
compound: Cc1ccc(/C=C/C(=O)Nc2nnc(SCc3ccc(C#N)cc3)s2)o1
  A: 14.0	B: -5.7	C: 4.2	D: -2.4	E: -0.6	F: 6.7	G: -0.3	H: 1.7	I: 4.1	J: 2.5
compound: Cc1ccc2nc(N/N=C/c3ccccc3F)nc(-c3ccccc3)c2c1
  A: -57.9	B: 18.5	C: 4.2	D: -2.2	E: -2.8	F: -0.5	G: -0.9	H: -0.8	I: 1.9	J: -10.0
compound: Cc1ccc(/C=c2/sc3n(c2=O)CCCN=3)o1
  A: nt	B: -9.4	C: 4.3	D: -1.5	E: 16.1	F: -5.2	G: nt	H: 2.3	I: nt	J: -0.1
compound: CC(C(=O)NN)n1nnc(N2CCOCC2)n1 (configuration not stated)
  A: -7.5	B: 3.5	C: -3.0	D: 1.4	E: 11.4	F: 7.6	G: -0.5	H: 3.2	I: 3.1	J: -2.5
compound: COc1cccc(NC(C(=O)Nc2cccc(C(C)=O)c2)c2ccccc2)c1 (configuration not stated)
  A: -15.0	B: -1.1	C: 4.8	D: -1.1	E: nt	F: 5.0	G: -3.0	H: -2.6	I: 17.0	J: -1.2
compound: COc1ccc(N2CCN(CC(=O)Nc3ccccc3SC)CC2)cc1
  A: 7.1	B: -10.0	C: 2.5	D: 0.5	E: -3.7	F: -7.9	G: -0.6	H: 1.4	I: -0.7	J: -4.5
compound: O=c1[nH]c2cc3c(cc2cc1CN(Cc1cccs1)Cc1nnnn1Cc1ccco1)OCCO3
  A: 7.7	B: -28.3	C: 1.4	D: 2.2	E: 6.2	F: 8.1	G: -1.5	H: 5.3	I: 1.2	J: 0.4
compound: Cc1noc(C)c1CSc1nc2ccccc2c(=O)n1-c1ccc(Cl)cc1
  A: -7.3	B: -2.9	C: 5.8	D: -0.2	E: 4.9	F: 2.6	G: -1.7	H: 0.8	I: nt	J: -3.6
compound: CCCCCCCCCCCCC(=O)CCCCC(=O)O
  A: -20.5	B: 1.2	C: 1.2	D: 0.3	E: 7.1	F: 13.9	G: 0.2	H: 1.9	I: 2.0	J: -2.8

Further compounds follow:
Labels used below – A = PfHsp90 yeast 2; B = PvdQ inh; C = phage Ecoli inh; D = E coli growth; E = Rtt109 Vps75; F = Tat export inh; G = CAL PDZ inh; H = AddAB inh; I = Wnt act; J = DAGLB inhibitor
compound: CC(C)C[C@H](NC(=O)c1nc[nH]c1C(=O)N1CCC(C)CC1)C(=O)OC(C)(C)C
  A: -2.3	B: 2.9	C: 2.2	D: 1.0	E: 8.3	F: 6.2	G: 0.9	H: 4.6	I: 11.4	J: -5.0
compound: CC(C)OCCCNC(=O)c1ccc(N(C)S(C)(=O)=O)cc1
  A: nt	B: -9.7	C: 1.7	D: 1.7	E: 2.7	F: -4.8	G: -3.5	H: 0.3	I: nt	J: -0.2
compound: O=[N+]([O-])c1ccc2nc(-[n+]3c(-c4ccccc4)cc(-c4ccccc4)cc3-c3ccccc3)[nH]c2c1
  A: -0.2	B: 6.5	C: nt	D: -0.1	E: 2.0	F: 2.0	G: -0.2	H: -0.8	I: nt	J: -4.5
compound: Cc1ccccc1NC(=O)c1ccc2nc(N3CCOCC3)sc2c1
  A: -14.7	B: 2.9	C: -1.6	D: 0.2	E: 4.0	F: -8.0	G: -0.1	H: 0.8	I: 3.4	J: 2.0
compound: CCC(C)NC(=O)c1ccc(NC(=O)C2CCCO2)cc1 (configuration not stated)
  A: nt	B: 14.9	C: -1.5	D: 0.4	E: 8.9	F: -4.3	G: nt	H: -0.1	I: -4.1	J: 2.2
compound: N#Cc1cc2sc3nnc(-c4ccncc4)n3c2cc1C#N
  A: 7.2	B: -13.2	C: 2.5	D: 1.0	E: -2.8	F: -3.2	G: -2.7	H: 0.7	I: nt	J: 0.6
compound: CC(OC(=O)c1cccc(S(=O)(=O)Nc2ccccc2F)c1)C(=O)NCc1ccc2c(c1)OCO2 (configuration not stated)
  A: 23.8	B: -18.2	C: 1.0	D: 0.5	E: -9.1	F: 6.2	G: -3.2	H: 2.4	I: -1.7	J: -1.1
compound: CCC(C)NC(=O)c1ccc(N2CC3CC(C2)c2cccc(=O)n2C3)c(NC(=O)c2ccc(Br)o2)c1 (configuration not stated)
  A: 1.2	B: -1.8	C: 4.0	D: -1.1	E: 4.9	F: 0.7	G: -2.9	H: -0.7	I: -2.5	J: 0.3
compound: CCOc1ccc(/C=C2\SC(=S)N(CCC(=O)O)C2=O)cc1
  A: -23.2	B: 5.5	C: 1.6	D: 0.7	E: 44.6	F: 1.3	G: -2.2	H: 2.2	I: 0.9	J: -0.4
compound: COC(=O)c1ccc(NS(=O)(=O)c2ccc(SC)cc2)cc1
  A: 29.2	B: -7.4	C: 0.6	D: -1.4	E: 2.4	F: -1.8	G: -0.1	H: -0.3	I: nt	J: -2.7
compound: Fc1ccc(CNC2CCN(Cc3ccccc3)CC2)cc1
  A: 8.4	B: 11.8	C: 2.1	D: -0.8	E: -2.5	F: 4.8	G: 1.0	H: 3.5	I: -4.6	J: -13.1
compound: COc1ccc(/C=C/C(=O)NNC(=O)C(C)Oc2ccccc2F)cc1OC (configuration not stated)
  A: nt	B: -10.5	C: 4.2	D: -4.0	E: -28.3	F: -8.6	G: 0.2	H: 0.7	I: -3.2	J: -0.4
compound: O=C(NNc1ccccc1Br)C(=O)n1ccc2ccccc21
  A: 19.1	B: -1.8	C: 0.8	D: -1.0	E: 2.7	F: -0.5	G: -1.0	H: 6.1	I: 3.2	J: 1.2
compound: CC1CN(S(=O)(=O)N2CCOCC2)CCN1S(=O)(=O)N1CCOCC1 (configuration not stated)
  A: 4.9	B: -1.2	C: 4.6	D: -1.3	E: -10.9	F: -9.2	G: 0.2	H: 1.7	I: 1.3	J: 1.9
compound: Cc1cc(C)c2oc(-c3ccc(C)c(NC(=S)NC(=O)c4cccs4)c3)nc2c1
  A: -5.6	B: -6.2	C: 3.8	D: -1.7	E: -8.9	F: -4.7	G: -0.6	H: 0.7	I: nt	J: -6.9

Later entries:
Labels used below – A = PfHsp90 yeast 2; B = PvdQ inh; C = phage Ecoli inh; D = E coli growth; E = Rtt109 Vps75; F = Tat export inh; G = CAL PDZ inh; H = AddAB inh; I = Wnt act; J = DAGLB inhibitor
compound: O=C(Nc1ccc(F)cc1)Nc1ccc(N2CCOCC2)c2nonc12
  A: -22.7	B: -0.6	C: 3.6	D: -0.6	E: -4.1	F: -4.3	G: -0.3	H: 0.0	I: 13.9	J: 20.7
compound: O=C(COc1ccccc1/C=C1\SC(=O)NC1=O)Nc1ccc(F)cc1
  A: -5.0	B: 4.3	C: 2.9	D: 2.3	E: 12.3	F: -3.2	G: -4.4	H: 0.3	I: 0.1	J: 8.0
compound: CCn1c2ccc(F)cc2c2nnc(NN)nc21
  A: 20.3	B: -19.8	C: 1.7	D: -2.2	E: -11.5	F: 6.3	G: -0.2	H: 0.8	I: nt	J: 0.1
compound: Cc1ccc(C(=O)Nc2c3c(nn2C(C)(C)C)CS(=O)(=O)C3)cc1[N+](=O)[O-]
  A: 18.1	B: -0.9	C: 2.3	D: -1.6	E: 26.6	F: -2.7	G: -2.2	H: 3.0	I: -4.1	J: -4.1
compound: CN(C)c1ccc([N+](=O)[O-])cc1C(=O)O
  A: 3.2	B: -2.6	C: 3.2	D: 2.0	E: -14.0	F: -12.8	G: -0.1	H: 0.8	I: -0.4	J: 2.4
compound: O=C(CSC1=NS(=O)(=O)c2ccccc2N1)Nc1cccc(F)c1
  A: -1.1	B: -1.6	C: 0.1	D: 0.6	E: 4.9	F: 5.7	G: -2.3	H: -0.9	I: 0.4	J: 3.9
compound: O=C1NC[C@H](Cc2ccccc2)N(C[C@H]2CCCN2C[C@H](Cc2ccc(O)cc2)N2C[C@H](Cc3ccc(O)cc3)N(CC3CCCCCC3)C(=O)C2=O)C1=O
  A: 1.0	B: -7.6	C: 2.7	D: nt	E: -1.3	F: 12.5	G: -0.5	H: nt	I: -1.6	J: 7.4
compound: O=C(COc1ccccc1Cl)c1ccc[nH]1
  A: 23.9	B: -8.0	C: 2.9	D: -0.6	E: 3.5	F: -2.4	G: -2.0	H: 2.4	I: 24.9	J: -1.7
compound: COc1ccc(NC2CCCN(C(=O)c3oc(C)cc3C)C2)cc1OC (configuration not stated)
  A: -3.9	B: 6.8	C: -0.1	D: 2.8	E: 2.9	F: -6.2	G: 0.5	H: 2.1	I: 0.2	J: 0.4
compound: Cn1c(C(=O)N2COCC2(C)C)cc2c(=O)n3ccccc3nc21
  A: nt	B: -6.6	C: 1.7	D: -1.6	E: -330.7	F: -6.3	G: -1.8	H: 0.6	I: 12.1	J: -0.6

Source: PubChem (several laboratories)
